# Epigenetic reg – epigenetic control regulation, reporter derepression. murine LDR cells, GFP reporter derepression, 30 h. Potency, µM (series often up to 53.9 µM), without a hit: top-dose GFP activation, usual class: activators. 280,000 compounds, 0.2% hits. AID 1865; note: potency is the fitted concentration of half-maximal effect; % of control where 0% means no effect; nearly all actives have a fitted effect of over 60% in size
#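 Murine LDR cells carrying a silenced, genomically integrated CMV-driven GFP reporter were exposed to compound for 30 hours at 37 C. After PBS washes, GFP-positive cells (20–120 um objects) were counted by laser-scanning microplate cytometry.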
# NPSR antag – blocks cAMP signaling of the human neuropeptide S receptor | Potency, µM (series often up to 38.3 µM), inactives show top-dose activity change, negative = inhibition, hits mostly inhibitors | CHO-NPSR cells, cAMP TR-FRET, antagonist mode | AID 1461 | 220,000 compounds, 1% hits; note: potency is the fitted concentration of half-maximal effect; % is set by controls: 0 for no effect and ±100 for the full control effect; nearly all actives have a fitted effect of over 50% in size; many of its hits are not listed in these tables
# Target sequence (Q6W5P4 whole entry, looked up): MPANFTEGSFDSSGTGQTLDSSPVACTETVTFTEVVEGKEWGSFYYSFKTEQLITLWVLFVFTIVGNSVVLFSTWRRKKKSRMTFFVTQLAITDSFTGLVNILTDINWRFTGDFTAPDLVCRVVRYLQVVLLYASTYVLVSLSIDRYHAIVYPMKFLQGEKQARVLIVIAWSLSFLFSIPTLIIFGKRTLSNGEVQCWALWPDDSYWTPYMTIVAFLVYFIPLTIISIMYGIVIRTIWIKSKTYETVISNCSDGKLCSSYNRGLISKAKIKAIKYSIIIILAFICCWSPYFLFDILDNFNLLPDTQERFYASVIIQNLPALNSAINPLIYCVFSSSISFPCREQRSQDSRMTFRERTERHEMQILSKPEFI
# GLA spleen mod – alpha-galactosidase A (human) modulation; P06280; human spleen homogenate, 4MU-alpha-Gal fluorescence, 40 min; Potency, µM (top dose mostly 80 µM), for the others: at the highest dose activity change, negative = inhibition, actives largely listed as inhibitors; 240,000 compounds, 0.008% hits;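 note: potency is the fitted concentration of half-maximal effect; 0% = enzyme with vehicle and -100% = no enzyme basal signal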
#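 qHTS titration in buffer at pH 5.0. Alpha-galactosidase activity in spleen homogenate was measured via 4-methylumbelliferone release from 1 mM fluorogenic substrate after 40 min at 37C and a pH 10 stop. AC50 came from Hill fits of control-normalized data.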
# CBFb-RUNX1 inh – CBF-beta/RUNX1 interaction disruption; Q01196+Q13951; AlphaScreen CBFb-His/RUNX1-biotin binding, biochemical; Potency, µM (titrated, usually from 59.8 µM), inactives show at the highest dose activity, negative = inhibition, actives largely listed as inhibitors; 230,000 tested, under 10 active; AID 1477; note: % of control where 0% means no effect
# Target sequence (Q01196 whole entry, looked up): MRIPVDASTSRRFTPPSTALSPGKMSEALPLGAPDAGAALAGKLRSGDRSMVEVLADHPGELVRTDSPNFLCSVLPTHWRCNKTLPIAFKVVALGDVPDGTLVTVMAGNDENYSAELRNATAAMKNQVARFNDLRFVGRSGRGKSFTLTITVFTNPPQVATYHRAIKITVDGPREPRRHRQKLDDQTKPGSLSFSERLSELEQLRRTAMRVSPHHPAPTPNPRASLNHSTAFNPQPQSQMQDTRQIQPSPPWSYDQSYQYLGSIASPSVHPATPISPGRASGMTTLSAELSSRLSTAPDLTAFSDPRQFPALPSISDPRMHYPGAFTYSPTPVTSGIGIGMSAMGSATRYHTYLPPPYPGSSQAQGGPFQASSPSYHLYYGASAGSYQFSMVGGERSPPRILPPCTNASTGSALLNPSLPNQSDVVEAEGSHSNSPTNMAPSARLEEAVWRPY
# Target sequence (Q13951 whole entry, looked up): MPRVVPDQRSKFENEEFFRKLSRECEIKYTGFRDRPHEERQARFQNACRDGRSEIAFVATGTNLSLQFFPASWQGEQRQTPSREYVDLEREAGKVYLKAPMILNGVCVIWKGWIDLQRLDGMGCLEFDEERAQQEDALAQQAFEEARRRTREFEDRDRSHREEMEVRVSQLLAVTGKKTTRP
#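 AlphaScreen binding: CBFb-His and RUNX1-biotin (30 nM each) preincubated 20 min, compound added for 15 min, then nickel and streptavidin beads for 90 min, all at room temperature. Disruption of the interaction by any mechanism counts as activity.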
# IMPase Li cell – cell-permeable IMPase inhibitors with lithium potentiation; 210,000 compounds, 0.35% hits; Potency, µM (highest dose often 59.4 µM), inactives show at the top dose activity, negative = IMPase inhibition, most hits filed as inhibitors; AID 1457; CHO-M1 cells, IP1 TR-FRET (IP-One), carbachol + lithium;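 note: IP1 builds up when IMPase is blocked and the TR-FRET signal falls; potency is the fitted concentration of half-maximal effect; plate controls were basal vehicle for no effect and high inhibitor control for full effect; nearly all actives have a fitted effect of over 50% in size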
#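 Concentration–response in CHO-M1 cells, lithium-potentiated; 30 min at 37C. IP1 detected by competitive TR-FRET after 10 min lysis at RT. Hill-fitted AC50.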
# LMNA splice mod – LMNA splicing modulation | HeLa LMNA splicing GFP/RFP minigene ratio, 48 h | Potency, µM (highest dose often 46.1 µM), for the others: top-dose ratio change, negative = inhibition, usual class: inhibitors | 200,000 compounds, 0.01% hits; active = well fitted inhibition curve with a large enough effect in the signal ratio, with a control signal flat, not every such curve was filed as active; inconclusive = small, poorly fitted or top-dose-only effect, or effect the other way, or a change in a side signal; the % refers to the signal ratio; note: potency is the fitted concentration of half-maximal effect; % is set by controls: 0 for no effect and ±100 for the full control effect
#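 Read-out is the ratio of GFP to DsRed2 object intensity, acquired by 488 nm laser-scanning cytometry on HeLa lamin A-EGFP minigene reporter cells. Compound incubation 48 hrs at 37 °C in Opti-MEM with 2% FBS; DMSO 0.5% final.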
# Luc counter – counter-screen: inhibitors of Kinase-Glo firefly luciferase; Kinase-Glo luciferase, ATP luminescence, 8 min; Potency, µM (titrated, usually from 38.3 µM), without a hit: at the top dose activity change, negative = inhibition, actives largely listed as inhibitors; 200,000 compounds, 0.28% hits; AID 1379; note: potency is the fitted concentration of half-maximal effect; % is set by controls: 0 for no effect and ±100 for the full control effect; nearly all actives have a fitted effect of over 60% in size
#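 Compounds were added to a substrate mix at pH 7.2 (50 mM imidazole, 10 uM ATP, within the enzyme's linear range), followed by Kinase-Glo detection reagent; luminescence was measured after 8 minutes at ambient temperature.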
# The depositor's hits bear a star; ? = inconclusive; . = no result given; & = joins results of further samples; [ ] = dose if it differs, or a comment. Unless noted, calls come from the whole dose curve; as a rule, active = well fitted curve in the direction sought with a large enough effect; inconclusive = small, poorly fitted or top-dose-only effect, or another doubt; inactive = no such curve, though single readings can be large; an effect the other way counts as inactive or inconclusive.
SMILES,Epigenetic reg,NPSR antag,GLA spleen mod,CBFb-RUNX1 inh,IMPase Li cell,LMNA splice mod,Luc counter
CCN(CC)c1ccc(NC(=O)CCCOc2cccc(C)c2)cc1,-1.5%,-22.3%,4.1%,?,-3.3%,.,-1.7%
O=C1c2cccc3cccc(c23)C(=O)N1CCCCCc1n[nH]c(=S)o1,1.1%,-31.5%,1.8%,-2.5%,-2.9%,.,.
Cn1cnnc1SCC(=O)OCN1C(=O)c2ccccc2C1=O,-1.9%,-2.9%[46.1 µM],5.3%,-1.8%,3.5%[38.3 µM],2.9%,-6.0%
O=C1CCc2cc(S(=O)(=O)NC(Cc3ccccc3)C(=O)NC3CCCCC3)ccc2N1 (stereo not given),2.9%,-16.6%[46.1 µM],5.6%,0.6%,-7.0%[38.3 µM],11.8%,2.9%
COc1ccc(S(=O)(=O)NCc2ccc(C(=O)N3CCN(c4ccccn4)CC3)cc2)cc1,-0.9%,-11.3%[46.1 µM],-3.3%,2.6%,-2.6%[38.3 µM],0.7%[0.0737 µM],1.3%
C[C@@H]1O[C@H]2C3=C(C(=O)[C@H]4O[C@@H]4[C@H]3O)[C@@H]1[C@@H]1[C@@H](C)OC=C3[C@H](O)[C@H]4O[C@@H]4/C(=N\OCc4ccccc4)[C@]312,?,.,7.4%[17.5 µM],8.5%[13.1 µM],.,.,.
O=C(COC(=O)c1c(F)cccc1F)Nc1ccc2[nH]c(=O)[nH]c2c1,-1.3%,2.0%,-3.7%,2.9%,-7.6%,.,-2.3%
CCOC(=O)/C=C(C)\C=C\c1c[nH]c2ccccc12,0.9%,-21.1%,-14.4%,-1.5%,.,.,.
CC(C)NC(=O)NC1C2CC3CC(C2)CC1C3 (stereo not given),-1.5%,-4.3%[46.1 µM],-17.3%,10.3%,-6.3%[38.3 µM],4.4%,-4.5%
CN(C)CCC1Sc2ccccc2Oc2ccccc21 (stereo not given),0.0%,?,1.6%,-5.4%,22.1%,-12.8%,3.5%
FC(F)(F)c1ccccc1-c1ccc2ncnc(NC3CC3)c2c1,.,.,-1.0%,.,11.2%,13.4%,.
C/C(=N\NC(=O)c1ccc(Cl)c(Cl)c1)c1ccc(Br)s1,-1.0%,0.1%,-11.9%,-1.3%,7.0%,-14.9%,-0.4%
Cc1ccc(N2CS(=O)(=O)/C(=C/N(C)C)C2=O)cc1,0.2%,-23.8%[46.1 µM],0.6%,-2.5%,-6.4%[38.3 µM],8.5%,-27.6%
CCN(CC)S(=O)(=O)c1ccc(NC(=O)COc2c(OC)cccc2OC)cc1,-4.0%,-29.6%[46.1 µM],-1.7%,0.8%,-3.8%[38.3 µM],-12.5%,4.9%
COc1ccc(-c2nnc(SCC(=O)Nc3ccc4c(c3)OCCO4)n2N)cc1OC,-1.1%,-1.5%[46.1 µM],3.7%,3.2%,-9.1%[38.3 µM],10.4%,2.9%
CCOc1cc(NC(=S)NCCCN2CCOCC2)c(OCC)cc1NC(=O)c1cccc(F)c1,1.7%,-8.7%,7.6%,-4.4%,-2.1%,.,5.6%
COc1ccc2oc(=O)c(C(=O)C[n+]3cccc(C)c3)cc2c1,-1.7%,-10.5%,8.7%,1.3%,27.0%,.,-0.2%
CC(=O)Nc1ccc(Nc2cc(C)nc3c(-c4ccc(Cl)cc4)cnn23)cc1,-1.6%,-55.2%,12.7%,28.5%,2.1%,?,1.9%
Cc1cccc(NC(=O)CCn2cnnn2)c1,7.5%&0.0%,-3.2%,-4.8%,-0.4%,-10.5%,.,0.1%
NC(=O)CCC(NS(=O)(=O)c1ccc(Cl)cc1)C(=O)NCc1ccc(Cl)cc1 (stereo not given),2.1%,20.2%,-3.6%,0.5%,5.4%,-2.5%,-0.6%
COCCNC(=O)C(c1ccc(C)o1)N(Cc1cccs1)C(=O)c1snc(C(N)=O)c1N (stereo not given),-0.8%,-7.0%[46.1 µM],-3.2%,4.1%,-14.1%[38.3 µM],-3.9%,1.2%
CCOC(=O)c1cnc2c(F)ccc(F)c2c1Sc1ccccc1,?,19.5%,1.6%,0.5%,.,.,.
Cc1ccc(C(=O)N2CCC3(CC2)Oc2ccc(F)cc2C(=O)C32CC(c3ccccc3)=NO2)s1 (stereo not given),-0.1%,-20.0%,-0.7%,-12.2%,.,.,.
CC1CN(Cc2csc(-c3ccc(Cl)cc3)n2)CC(C)O1 (stereo not given),-0.3%,-25.8%,-2.8%,-15.6%,8.6%,?,8.7%
CSc1ncccc1C(=O)Nc1nc2ccc(F)cc2s1,8.1%,-7.9%,-28.1%,13.5%,-4.9%,.,1.8%
O=C(Oc1ccccc1)c1ccc2nccnc2c1,1.0%,-14.4%[46.1 µM],2.3%,6.3%,15.9%[38.3 µM],2.0%,5.6%
CCC(Oc1ccccc1)C(=O)Nc1ccc(S(=O)(=O)Nc2cnc3ccccc3n2)cc1 (stereo not given),-1.1%,-21.8%[46.1 µM],7.0%,4.2%,3.1%,?,2.6%
COc1ccc2cc(C(=O)C3CCCN(C(=O)c4cc(=O)n(C)c(=O)n4C)C3)ccc2c1 (stereo not given),-1.0%,-4.9%,0.1%,12.2%,0.4%,.,0.9%
COC(=O)C1=C(C(=O)OC)[C@@H]2Nc3ccccc3[C@@]23C[C@@H](C(=O)OC)N(C(=O)c2ccc(Br)cc2)C3=N1,5.2%,9.1%,-11.8%[17.5 µM],4.6%[13.1 µM],13.7%,?,-8.9%[7.66 µM]
CCOc1ccc(N(CC(=O)N/N=C/c2cc(Br)c(C)o2)S(C)(=O)=O)cc1,0.0%,-2.6%,-1.3%,14.4%,10.5%,-9.0%[46 µM],-2.8%
COc1ccc(CNC(=O)Cn2nc(C(F)(F)F)c3c2CCC3)cc1,-1.1%,-1.7%[46.1 µM],-1.4%,9.6%,24.4%[38.3 µM],0.3%,1.9%
Cc1onc(-c2ccccc2Cl)c1C(=O)N1CCN(C(=O)c2ccco2)CC1,0.0%,-20.5%[46.1 µM],7.9%,1.1%,-16.4%[38.3 µM],?,0.3%
CCC(=O)c1ccc(-c2ccccc2)cc1,1.1%,6.5%,-4.1%,2.9%,-5.1%,-9.5%,-4.1%
COCc1cc(C)nc(SCC(=O)Oc2ccc(Cl)cc2)c1C#N,-1.5%,1.3%,11.2%,?,-5.4%,?,1.0%
CC1CC(C)CN(C(=O)c2ccc3c(=O)n(Cc4ccc5c(c4)OCO5)c(=S)[nH]c3c2)C1 (stereo not given),-2.0%,-26.9%[46.1 µM],-2.2%,-1.0%,-16.8%[38.3 µM],?,-2.8%
Cc1csc2nc(CNC(=O)c3ccco3)cn12,0.0%,-7.6%[46.1 µM],-21.3%,6.5%,-5.2%,-1.2%,-0.1%
COC(=O)CCC(=O)Nc1ccc(N=Nc2ccccc2)cc1,-2.6%,-10.4%,0.4%,?,2.5%,26.3%[46 µM],0.3%
CCN1CCCC1CN(Cc1cc2ccc(C)cc2[nH]c1=O)C(=S)Nc1ccc(OC)cc1OC (stereo not given),0.0%,3.9%,1.2%,-2.4%,11.5%,-12.8%,7.4%
Cc1nnc(NC(=O)c2ccc3c(c2)OCO3)s1,7.3%,-7.2%,-6.9%,1.6%,-8.1%,.,-13.1%
O=C(O)c1ccc(CNCc2ccccc2Cl)cc1,0.0%,-11.6%[46.1 µM],8.4%,-0.3%,23.8%[38.3 µM],5.4%,-3.7%
CC1(C)CC(=O)C/C(=N/NC(=O)c2ccc(-c3ccccc3)cc2)C1,?,-2.8%,-6.4%,3.9%,8.7%,-2.6%[46 µM],3.4%
CCC(C)NC(=O)c1ccc(COc2ccccc2Cl)cc1 (stereo not given),5.1%,-12.4%[46.1 µM],-4.0%,7.9%,13.7%[38.3 µM],-16.2%,-3.6%
CC1(C)C2CCC(C2)C1(C)NC(=O)CNC1CCCCC1 (stereo not given),-0.1%,-0.1%,2.9%,8.0%,6.4%,-15.9%[9.22 µM],2.8%
CNC(=O)CSc1nnc(-c2ccccc2)n1C,6.1%,-27.6%,2.6%,1.1%,2.9%,12.7%[46 µM],-1.4%
COc1ccc(CNC(=O)CS(=O)Cc2nc(-c3ccc(C)cc3)oc2C)cc1 (stereo not given),1.7%,-7.6%[46.1 µM],5.9%,-9.1%,5.0%[38.3 µM],-14.3%,1.9%
CCc1cccc(CC)c1-n1c(SCn2nnc3ccccc3c2=O)nnc1-c1cccnc1,-0.7%,-29.3%[46.1 µM],13.6%,-8.9%,29.6%[38.3 µM],3.6%,-4.5%

# Part of the list above, reformatted.
# Below each compound – Epigenetic reg	NPSR antag	GLA spleen mod	CBFb-RUNX1 inh	IMPase Li cell	LMNA splice mod	Luc counter
> Cc1nnc(NC(=O)c2ccc3c(c2)OCO3)s1
  7.3%	-7.2%	-6.9%	1.6%	-8.1%	.	-13.1%
> O=C(O)c1ccc(CNCc2ccccc2Cl)cc1
  0.0%	-11.6%[46.1 µM]	8.4%	-0.3%	23.8%[38.3 µM]	5.4%	-3.7%
> CC1(C)CC(=O)C/C(=N/NC(=O)c2ccc(-c3ccccc3)cc2)C1
  ?	-2.8%	-6.4%	3.9%	8.7%	-2.6%[46 µM]	3.4%
> CCC(C)NC(=O)c1ccc(COc2ccccc2Cl)cc1 (stereo not given)
  5.1%	-12.4%[46.1 µM]	-4.0%	7.9%	13.7%[38.3 µM]	-16.2%	-3.6%
> CC1(C)C2CCC(C2)C1(C)NC(=O)CNC1CCCCC1 (stereo not given)
  -0.1%	-0.1%	2.9%	8.0%	6.4%	-15.9%[9.22 µM]	2.8%
> CNC(=O)CSc1nnc(-c2ccccc2)n1C
  6.1%	-27.6%	2.6%	1.1%	2.9%	12.7%[46 µM]	-1.4%
> COc1ccc(CNC(=O)CS(=O)Cc2nc(-c3ccc(C)cc3)oc2C)cc1 (stereo not given)
  1.7%	-7.6%[46.1 µM]	5.9%	-9.1%	5.0%[38.3 µM]	-14.3%	1.9%

# High-throughput results deposited in PubChem BioAssay by National Center for Advancing Translational Sciences (NCATS).

# Some of the compounds tested; count on the stated rates, not on these rows.
